West Nile antiviral: inhibition of WNV-induced cytopathic effect – cell-based, CPE readout (AID 1621). West Nile virus-infected cells, CPE inhibition; higher % means a stronger effect. CPE inhibition, % at 10 µM; hits with a dose series show IC50 in µM. actives 0.02% (n = 290,000); in the data active = a potency from the dose series; inconclusive = CPE inhibition mostly from about 3.7% at the one dose, without a potency; inactive = the rest, 99 in 100 with CPE inhibition below about 2.2%; also: strong numbers were not always called active
RSV antiviral HEp-2: inhibition of RSV-induced cytopathic effect – HEp-2 cells, primary 10 µM value included (AID 2391) | one-dose CPE inhibition, % at 10 µM; IC50 in µM for titrated hits | HEp-2 cells, RSV-induced CPE inhibition; higher % means a stronger effect | actives 0.13% (n = 310,000); in the data active = a potency from the dose series; inconclusive = CPE inhibition mostly from about 23% at the one dose, without a potency; inactive = the rest, 99 in 100 with CPE inhibition below about 21%; also: strong numbers were not always called active
T cell modulator: modulates CD8 T cell binding to vesicles. 2C CD8+ T cell-vesicle binding, flow cytometry; hits give low values. calls only at 7 µM. actives 0.068% (n = 330,000). AID 2052;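 active = response, share of CD8 T cells binding vesicles, and their 90th percentile fluorescence all below set limits, cut at about 80% in these data, passing the limit was not always enough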
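Benchmarks: naked versus QL9-loaded vesicles / Assay system: purified 2C TCR transgenic mouse naive CD8+ T cells / Technique: high-throughput flow cytometry with anti-B7-1 and anti-CD8 staining / Timing: Cell–vesicle co-incubation 1.5 h at 37 °C, staining 20 min on ice / Read-out: percent CD8+ FL2 mean versus row control / Probe or stimulus: QL9-loaded Drosophila micro-vesicles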
Rac1 GTP hydrolysis: MgcRacGAP GTPase-activating activity inhibitors, confirmation, biochemical, ADP Hunter fluorescence; actives 0.6% (n = 340,000); MgcRacGAP-stimulated Rac1 GTP hydrolysis, ADP Hunter fluorescence; higher % means a stronger effect; GST-tagged Rac1 F28L mutant substrate; AID 624330; inhibition, % at 30 µM; hits with a dose series show IC50 in µM;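 active = first-screen hits whose inhibition reached a set limit at any dose in the follow-up dose series; inconclusive = inhibition above the set first-screen limit but never retested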;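 also: fluorescence reports GDP produced by GAP-driven GTP hydrolysis; strong numbers were not always called active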
b-catenin transl: alters nuclear translocation of beta-catenin in HeLa cells; immunofluorescence imaging; actives 0.3% (n = 190,000); nuclear translocation activity, % at 5 µM;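 active = nuclear translocation activity above 50% at 5 µM, with a well cell count of 50 or more; inconclusive = wells under 50 cells across six images, flagged as toxic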;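 also: per-cell ratio of nuclear to cytoplasmic median beta-catenin stain intensity; plate controls were DMSO negative control for no effect and GSK-3 inhibitor IX positive control for full effect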
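Test system: HeLa cells, endogenous beta-catenin; Compound: single 5 µM dose plus 0.02–20 µM confirmation series; Times: compound exposure 24 h at 37°C; Signal: fluorescence imaging of beta-catenin antibody stain plus DAPI; Read-out: % activation, nuclear-to-cytoplasmic median beta-catenin signal ratio per cell.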
Myeloid diff 2: compounds promoting myeloid differentiation; ER-HoxA9 myeloid progenitors, lysozyme-GFP differentiation, flow cytometry; calls only at 10 µM; actives 1% (n = 360,000); AID 624256;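 active = normalized GFP-positive differentiation at or above the plate's own cutoff, the solvent-only control mean plus 3 SD; inconclusive = no clear call, values can overlap the other calls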;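 also: cells exposed to compound for four days before flow analysis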
PhoP inhibition: inhibitors of PhoP regulon expression, primary screen, Salmonella Typhimurium, GFP reporter (AID 1863). S. Typhimurium PhoP-regulated promoter GFP reporter, 4 h; higher % means a stronger effect. inhibition, % at 50 µM, or IC50 in µM where a hit was titrated. actives 0.16% (n = 300,000);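 active = inhibition over 29.93%, a cutoff 3 SD above the screen mean, later confirmed by dose response; inconclusive = inhibition over 29.93% but no dose response follow-up; inactive = inhibition at most 29.93% or unconfirmed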;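 also: 0% = low Mg2+ inducing control and 100% = high Mg2+ repressing control; strong numbers were not always called active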
WT yeast gro inh: growth inhibition of WT yeast, mitochondrial fusion screen; actives 2.1% (n = 190,000); inhibition, % at 10 µM; mitochondrial fusion phenotypic screen, WT strain; AID 1362; in the data active = inhibition above about 58%; tested in S. cerevisiae
SV40 large T antigen: SV40 large T antigen inhibitors, biochemical (AID 1903); SV40 large T antigen ATPase/helicase inhibition assay; higher % means a stronger effect; inhibition, % at 20 µM; hits with a dose series show IC50 in µM; actives 0.39% (n = 310,000); in the data active = a potency from the dose series; inconclusive = inhibition mostly from about 32% at the one dose, without a potency; inactive = the rest, 99 in 100 with inhibition below about 32%; also: strong numbers were not always called active
WT yeast gro inh mutant strain: further read-out of WT yeast gro inh, marked with its call; inhibition, %; mitochondrial fusion phenotypic screen, mutant strain inhibition
b-catenin transl cell count 5 µM: recorded beside b-catenin transl, whose call it bears; cell count; measured here: cell count, cytotoxicity flag
T cell modulator vesicle-bound %: recorded beside T cell modulator, whose call it bears; double positive events, %; measured here: CD8+ vesicle-bound cell fraction;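 binding gate set so that unloaded-vesicle control wells show 10% double positive cells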
Myeloid diff 2 GFP+ MAC1+ %: also measured in Myeloid diff 2; calls as there; GFP+ MAC1+ double positive, %; measured here: differentiation confirmed by MAC1 staining
* hit, by the source's call; i = inactive; u = inconclusive; x = not tested or not shown; + = active, no number. No enrichment for hits. About 3.6% of those tested had a hit in this group.

Results follow in this order: West Nile antiviral	RSV antiviral HEp-2	T cell modulator	T cell modulator vesicle-bound %	Rac1 GTP hydrolysis	b-catenin transl	b-catenin transl cell count 5 µM	Myeloid diff 2	Myeloid diff 2 GFP+ MAC1+ %	PhoP inhibition	WT yeast gro inh	WT yeast gro inh mutant strain	SV40 large T antigen
> CCOC(=O)c1c(C)n(OCc2ccccc2)c2ccc3nonc3c12
  -0.4%	5.0%	i	36	3%	-2.6	1144	i	5.7	3%	32	14	4%
> COc1ccc(C(=O)NC2CCSc3ccccc32)cc1 (stereo unspecified)
  -0.6%	0.8%	i	12	6%	x	x	i	0.9	-5%	x	x	9%
> CC1=CS(=O)(=O)CC1Sc1nc2ccccc2[nH]1 (stereo unspecified)
  -0.8%	3.1%	i	39	7%	-3.5	528	i	0.1	-9%	-5	14	12%
> O=C(CN1C(=O)NC2(CCc3ccccc3C2)C1=O)Nc1ccc(F)cc1 (stereo unspecified)
  -0.5%	2.9%	i	43	4%	0.1	1129	i	0.8	-3%	-5	-5	4%
> CCn1c(C)nc2cc(C(=O)NNC(=S)Nc3ccc(Cl)cc3)ccc21
  -0.2%	2.7%	i	46	12%	-0.5	1306	i	0.3	1%	x	x	12%
> Cc1ccc(C(c2c(C)n(C)n(-c3ccccc3)c2=O)c2c(C)n(C)n(-c3ccccc3)c2=O)s1
  -1.0%	13%	i	43	9%	1.6	1075	i	0.4	1%	-6	-21	16%
> Cc1[nH]c2ccccc2c1C(C#N)(C#N)C1C(=O)c2ccccc2C1=O
  0.2%	-1.6%	i	24	-5%	-0.2	1315	i	0.1	-19%	x	x	21%
> CC1(C)CC(=O)c2cnc(N3CCN(c4ccccc4)CC3)nc2C1
  -0.2%	4.2%	i	3	6%	-2.2	768	i	0.9	-8%	18	26	5%
> O=C(C1CC2CCC1C2)N1CCN(Cc2ccc3c(c2)OCO3)CC1 (stereo unspecified)
  -0.3%	-0.3%	i	23	x	-1.5	1026	x	x	10%	10	1	-6%
> CC(C)Oc1ccc(S(=O)(=O)N2CCOCC2)cc1NC(=O)Cc1cccs1
  x	-1.7%	i	32	1%	x	x	i	1.1	-7%	x	x	11%

Results follow in this order: West Nile antiviral	RSV antiviral HEp-2	T cell modulator	T cell modulator vesicle-bound %	Rac1 GTP hydrolysis	b-catenin transl	b-catenin transl cell count 5 µM	Myeloid diff 2	Myeloid diff 2 GFP+ MAC1+ %	PhoP inhibition	WT yeast gro inh	WT yeast gro inh mutant strain	SV40 large T antigen
> COc1cccc(OC)c1C(=O)Nc1ccc2c(c1)OCCO2
  0.3%	1.3%	i	14	3%	-5.4	1016	i	1.1	-6%	10	-12	1%
> O=C(CN1C(=O)NC2(CCCC2)C1=O)Nc1cc(Cl)ccc1N1CCCC1
  -0.7%	-0.1%	i	24	-2%	x	x	u	x	7%	x	x	6%
> Nc1cccc2c1C(=O)N(CC(=O)NC13CC4CC(CC(C4)C1)C3)C2=O
  -0.7%	0.2%	i	42	-10%	4.2	945	i	0.1	7%	-25	3	6%
> Clc1ccc(C2=CSC3=Nc4cccc5cccc(c45)N23)cc1
  0.2%	14%	i	57	19%	-0.4	1008	i	0.4	4%	61*	25*	u
> Fc1ccc(-c2ccc(-c3nn4c(-c5ccco5)nnc4s3)o2)cc1
  0.4%	3.6%	i	31	13%	3.1	1018	i	0.3	-1%	-3	5	8%
> CC(=O)c1cccc(NC(=S)NC(=O)c2ccccc2C)c1
  -0.5%	-0.5%	i	17	4%	0.9	1589	i	0.4	10%	19	-2	-10%
> CC(C)NC(=O)NC(=O)COC(=O)c1cccc(OC(F)F)c1
  0.0%	1.6%	i	4	1%	-0.4	1034	i	0.2	-5%	-14	9	11%
> O=C(O)c1ccc(COc2ccc(/C=N/NC(=O)c3cccs3)cc2)cc1
  x	-0.3%	i	31	2%	0.1	916	i	12	2%	1	-4	7%
> CC(C)Cn1cc(Cl)c(=O)n(CC(C)C)c1=O
  -0.1%	1.4%	i	42	-5%	-0.4	1055	i	1.6	17%	5	3	22%
> CN(Cc1cc(=O)n2ccsc2n1)C1CCCCC1
  -0.2%	-0.1%	i	45	-3%	-2.7	874	i	0.8	4%	4	15	-3%

Quoted from the listing:
Result for CN(Cc1cc(=O)n2ccsc2n1)C1CCCCC1 in Rac1 GTP hydrolysis: -3%
Result for Clc1ccc(C2=CSC3=Nc4cccc5cccc(c45)N23)cc1 in West Nile antiviral: 0.2%

Next records follow:
Results follow in this order: West Nile antiviral	RSV antiviral HEp-2	T cell modulator	T cell modulator vesicle-bound %	Rac1 GTP hydrolysis	b-catenin transl	b-catenin transl cell count 5 µM	Myeloid diff 2	Myeloid diff 2 GFP+ MAC1+ %	PhoP inhibition	WT yeast gro inh	WT yeast gro inh mutant strain	SV40 large T antigen
> CC1(C)CC(=O)c2cnn(-c3nc4ccccc4[nH]3)c2C1
  1.6%	-1.4%	i	33	4%	-0.4	928	i	4.7	0%	5	3	4%
> CC(NCC1(N2CCOCC2)CCCCC1)C(=O)Nc1ccc(Cl)cc1Cl (stereo unspecified)
  -1.1%	-1.2%	i	14	16%	-2.1	1100	i	0.5	3%	5	8	9%
> CCN(Cc1ccncc1)Cc1nc(Cc2ccccc2Cl)no1
  -2.0%	4.0%	i	24	8%	1.8	938	i	0.2	-11%	18	8	11%
> O=C(CN(Cc1ccc(Cl)cc1)C(=O)CNS(=O)(=O)c1ccccc1)NCC1CCCO1 (stereo unspecified)
  -0.6%	1.0%	i	30	-2%	x	x	i	1.5	9%	x	x	-4%
> CC(C)CC(COCc1ccc(Cl)cc1)N1CCN(C(=O)c2ccc(C(F)(F)F)cc2)CCC1=O (stereo unspecified)
  -1.1%	0.8%	i	20	2%	x	x	+	5.1*	5%	36	1	12%
> C=CCNC(=O)CC(=O)N/N=C/c1cccc(C)c1
  0.3%	1.1%	i	40	6%	1.7	493	i	0.8	-4%	2	4	2%
> O=C(CSc1oc(-c2ccccc2)nc1S(=O)(=O)c1ccccc1)NCC1CCCO1 (stereo unspecified)
  0.1%	1.4%	i	10	7%	x	x	i	1.2	-3%	x	x	12%
> CC(=O)Nc1ccc(NC(=O)c2c(-c3ccccc3Cl)noc2C)c(C)c1
  -0.7%	2.0%	i	8	8%	x	x	i	0.5	-7%	x	x	5%
> COC(=O)Cn1c(=O)c(C)nc2ccccc21
  0.9%	0.9%	i	42	1%	-0.7	960	i	0.2	-7%	-12	-12	10%
> CCN(CC)S(=O)(=O)c1ccc(NC(=O)COC(=O)c2cc(S(=O)(=O)Nc3ccc(OC)cc3)ccc2O)cc1
  -0.1%	-0.6%	i	56	-7%	-0.6	1123	i	1.4	0%	-8	-5	7%

Continued; it opens with the two that closed the last part.
Results follow in this order: West Nile antiviral	RSV antiviral HEp-2	T cell modulator	T cell modulator vesicle-bound %	Rac1 GTP hydrolysis	b-catenin transl	b-catenin transl cell count 5 µM	Myeloid diff 2	Myeloid diff 2 GFP+ MAC1+ %	PhoP inhibition	WT yeast gro inh	WT yeast gro inh mutant strain	SV40 large T antigen
> COC(=O)Cn1c(=O)c(C)nc2ccccc21
  0.9%	0.9%	i	42	1%	-0.7	960	i	0.2	-7%	-12	-12	10%
> CCN(CC)S(=O)(=O)c1ccc(NC(=O)COC(=O)c2cc(S(=O)(=O)Nc3ccc(OC)cc3)ccc2O)cc1
  -0.1%	-0.6%	i	56	-7%	-0.6	1123	i	1.4	0%	-8	-5	7%
> CC(=O)Nc1ccc(S(=O)(=O)N(C)CC(=O)Nc2ccc(F)c(F)c2F)cc1
  x	1.7%	i	26	1%	x	x	i	0.3	x	x	x	x
> CCCCc1ccc(NC(=O)CSC2=NN3CCCC(=O)N=C3S2)cc1
  1.6%	-0.2%	i	49	8%	x	x	i	0.3	14%	x	x	3%
> COc1ccnc(Oc2ccccc2)n1
  0.3%	3.5%	i	20	4%	-0.5	498	i	0.8	-2%	-22	-24	4%
> CC1CCCC(C)N1/N=C/c1ccc(Cl)cc1 (stereo unspecified)
  -0.3%	1.6%	i	53	10%	x	x	i	2.6	-6%	x	x	11%
> COc1cc(C(=O)NCCc2ccc3c(c2)OCCO3)ccc1OCC(=O)N1CCOCC1
  -0.1%	1.6%	i	51	5%	-2.7	1180	i	2.2	-2%	7	6	3%
> O=C(O)/C=C/c1cccc2c1OCCO2
  0.0%	1.9%	i	7	-10%	-1.6	1367	i	0.8	3%	x	x	0%
> CN(C)c1nc(NCc2ccccc2)nc(SCC(N)=O)n1
  0.4%	0.8%	i	30	8%	x	x	x	x	4%	x	x	12%
> O=C(N/N=C/c1cccnc1)c1ccco1
  0.3%	-0.5%	i	39	6%	0.9	1242	i	1.0	-5%	x	x	6%
> CC(CCc1ccco1)NC(=O)CCc1nnc2ccc(NCc3ccccc3)nn12 (stereo unspecified)
  -0.3%	1.2%	i	63	10%	x	x	i	0.0	-9%	x	x	13%
> COc1cc(OC)cc(C2C(C#N)=C(N)Oc3n[nH]c(-c4cccnc4)c32)c1 (stereo unspecified)
  -0.2%	1.4%	i	13	5%	0.8	886	i	10	2%	-25	-28	17%
> COc1ccc(S(=O)(=O)N2CCCCC2)cc1NC(=O)COc1ccccc1
  x	-1.2%	i	48	2%	x	x	i	0.3	1%	x	x	12%
> Cc1ccc(S(=O)(=O)N(C)/N=C2/C(=O)N(CC(=O)O)c3ccccc32)cc1
  -0.5%	1.1%	i	15	3%	x	x	i	0.4	10%	x	x	9%
